# BL2 CD40 inh = CD40 pathway inhibition in BL2 cells; BL2 NF-kB luciferase reporter, CD40L-induced, 4 h; inhibition, % at 10 µM; 83,000 tested, 0.94% active; AID 1053188;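 active = mean inhibition of at least 50% with a set share of replicates also reaching that level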;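 note: 0% = neutral control wells and 100% = IKK inhibitor VII at 50 µM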
# * marks the source's active call; other numbers are inactive results; & = joins results of further samples; [ ] = remark or other dose. This is a subset; rates above refer to the full screens.
SMILES,BL2 CD40 inh
O=C(c1cccnc1)N1CCCCN2[C@@H](CO)[C@H](c3ccc(C#Cc4ccccn4)cc3)[C@@H]2C1,-5[25 µM]
CS(=O)(=O)N1CCCCN2[C@H](CO)[C@H](c3ccc(Br)cc3)[C@H]2C1,2[25 µM]
COc1ccc(C(C)=O)cc1CC(=O)N(Cc1ccccc1)c1ccccc1,7
O=C(NC1CCCN(Cc2ccc(Cl)cc2)C1)C1CCC1 (stereo not drawn),4
O=C(C1CCCCC1)N1C[C@H]2[C@@H](c3ccccc31)[C@@H](CO)N2C(=O)c1ccccc1,9
CC(C)CN(C(=O)COC(=O)C12CC3CC(CC(O)(C3)C1)C2)C1CCS(=O)(=O)C1 (stereo not drawn),6
CCOC(=O)c1cnc[nH]c1=O,-2
CC(C)[C@H]1COCc2cn(nn2)CCCCC(=O)N1,-1[25 µM]
Cc1c(Cl)ccc2c(C(=O)NC(C)c3ccncc3)cc(-c3ccncc3)nc12 (stereo not drawn),17
COc1ccc2c(C)cc(SCC(=O)NCC3CCCO3)nc2c1 (stereo not drawn),2
Cc1c(/C=N/NC(=O)CNc2ccccc2)c2ccccn2c1C(=O)c1ccc(Cl)cc1,12
CC(=O)Nc1ccc(N2C(=O)CC(c3ccccc3)CC2=O)cc1,-9
CCOC(=O)c1c(-c2ccccc2)c[nH]c1C,-48
CN(C)c1ccc(C(CNC(=O)Cc2cccc3ccccc23)N(C)C)cc1 (stereo not drawn),7
Oc1ccccc1/C=N/n1c2ccccc2c2ccccc21,0
COC(=O)C1CCN(C(=O)CSc2nc3nc(C)cc(C)n3n2)CC1,1
CS(=O)(=O)NCCSCc1ccccc1,11
O=C(CC1C(=O)NCCN1Cc1ccoc1)NCCCn1ncc2ccccc21 (stereo not drawn),14
CN(C)S(=O)(=O)N1CCc2ccccc2C1,6
CC(COc1ccccc1)N1CCC(CO)(Cc2ccccc2)CC1 (stereo not drawn),18
COc1ccc(/C=N/n2cncn2)cc1CSc1ccccn1,-5
CSc1nc2[nH]c3c(c2c2nnnn12)CCCC3,-18
COc1ccc(CCNC(=O)c2ccc(COc3ccccc3OC)o2)cc1,-5
CCCNC(=O)N1C[C@@H]2N[C@H](C1)C2c1ccc(-c2ccccc2C)cc1 (stereo partly drawn),41&6[25 µM]
O=C(CC1CC1)N1CC(=O)N2[C@@H](CO)[C@H](c3ccc(C#Cc4cccc(F)c4)cc3)[C@@H]2C1,-2[25 µM]
Nc1c(C(=O)NCc2ccccc2)c2nc3ccccc3nc2n1-c1ccc2c(c1)OCO2,14
O=C(CN1c2cccc3cccc(c23)S1(=O)=O)NCc1ccc(F)cc1,-12
O=C(Nc1nc2ccccc2n1CCN1CCCCC1)C1CCCCC1,-31
Cc1cccc(C)c1OCc1cc(C(=O)NCC2CC2)no1,-24
COc1cccc(CN2CC3(CN(C)C3)c3c(n(C)c4cc(OC)ccc34)[C@H]2CO)c1,-16[25 µM]
C[C@H]1CN(C)C(=O)Cc2cc(NS(C)(=O)=O)ccc2O[C@H]1CN(C)C,-3
CN(C(=O)COC(=O)CCC(=O)c1ccccc1)c1c(N)n(Cc2ccccc2)c(=O)[nH]c1=O,9
COc1ccc(-c2ccc([C@@H]3[C@@H](CO)N4C(=O)CN(C(=O)Cc5ccccn5)C[C@H]34)cc2)cc1,-3[25 µM]
CCCCCOc1ccc(C(=O)NC(C(=O)O)C(C)C)cc1 (stereo not drawn),4
O=C1CN(S(=O)(=O)c2cccc(F)c2)C[C@H]2[C@@H](c3ccc(C4=CCCC4)cc3)[C@H](CO)N12,-1[25 µM]
O=S(=O)(Nc1ccccc1)c1cccc2nonc12,14
CCOC(=O)C1(CCc2ccccc2)CCN(Cc2cnc(N(C)C)s2)CC1,8
C[C@@H]1CCCCO[C@@H](CN(C)S(=O)(=O)c2cn(C)cn2)[C@@H](C)CN([C@H](C)CO)C(=O)c2cc(N(C)C)ccc2O1,-1[25 µM]
COc1cccc(N2CCN(C(=O)c3cccnc3)CC2)c1,8
CCOc1cc(N2CCOCC2)c(OCC)cc1NC(=O)c1nn(CC)c(=O)c2ccccc12,-11
O=C(O)Cc1csc(-c2cccc(Oc3ccccc3)c2)n1,4
COc1ccc(CN=Nc2cc(C)nc(NS(=O)(=O)c3ccccc3Cl)n2)cc1,7
O=C(CSC(=S)N1CCCC1)NCC(=O)Nc1ccccc1Br,3
O=S(=O)(c1ccc(F)cc1)N1[C@@H]2CNC[C@H]1C2c1ccc(-c2cccnc2)cc1 (stereo partly drawn),6&2[25 µM]
COC(=O)c1ccc2c(c1)NC(=O)C(N1CCCCC1)S2 (stereo not drawn),29
CCOc1ccccc1/C=N/NC(=O)c1cccc(S(=O)(=O)N2CCOCC2)c1,4
Cc1cc(C)c2c(=O)n(-c3ccccc3)[nH]c2n1,-43
COc1cccc(NC(=O)Nc2ccc3c(c2)C(=O)N(C)C[C@@H](OC)[C@@H](C)CN(CC2CC2)[C@@H](C)CO3)c1,6[25 µM]
CCc1nc2cc(Cl)c(Cl)cc2[nH]1,6
C[C@H](NC(=O)C[C@H]1C=C[C@@H](NC(=O)c2cccnc2)[C@@H](CO)O1)c1ccccc1,-7[25 µM]

# (listing goes on)
SMILES,BL2 CD40 inh
CCCOC(=O)Nc1ccc(C(N)=O)cc1,-24
O=c1c2ccccc2nc2n1CCS2(=O)=O,2
CC(C)C(NC(=O)c1ccc(C(C)(C)C)cc1)C(=O)Nc1ccc(N2CCOCC2)cc1 (stereo not drawn),-11
Cc1ccc2c(c1)N(CC(=O)N1CCN(c3nc4ccccc4s3)CC1)C(=O)C(C)O2 (stereo not drawn),-11
COc1ccc(C2CC(=O)c3sc(NC(C)=O)nc3C2)cc1 (stereo not drawn),2
COc1cccc(NC(=O)CN(C)C(=O)c2c(-c3ccccc3)noc2C)c1,0
C/C=C/c1ccc([C@H]2[C@@H](CO)N(C(=O)C3CCCC3)[C@H]2CNCCC)cc1,-1[25 µM]
COCCNC(=O)C1(C)CCCN(C(=O)c2c(F)ccc(C)c2F)C1 (stereo not drawn),13
O=C(COc1cccnc1[N+](=O)[O-])Nc1c(Cl)cccc1Cl,5
O=C(O)c1c(Cl)cccc1Nc1ccccc1,3

# Some of these compounds in order of heavy-atom count, falling.
SMILES,BL2 CD40 inh
O=C(c1cccnc1)N1CCCCN2[C@@H](CO)[C@H](c3ccc(C#Cc4ccccn4)cc3)[C@@H]2C1,-5[25 µM]
COc1cccc(CN2CC3(CN(C)C3)c3c(n(C)c4cc(OC)ccc34)[C@H]2CO)c1,-16[25 µM]
COc1ccc(C(C)=O)cc1CC(=O)N(Cc1ccccc1)c1ccccc1,7
CCCNC(=O)N1C[C@@H]2N[C@H](C1)C2c1ccc(-c2ccccc2C)cc1 (stereo partly drawn),41&6[25 µM]
CCCCCOc1ccc(C(=O)NC(C(=O)O)C(C)C)cc1 (stereo not drawn),4
CSc1nc2[nH]c3c(c2c2nnnn12)CCCC3,-18

# Exported with bars between the fields: part of the list above.
compound | BL2 CD40 inh
O=C(O)c1c(Cl)cccc1Nc1ccccc1 | 3
CC(C)C(NC(=O)c1ccc(C(C)(C)C)cc1)C(=O)Nc1ccc(N2CCOCC2)cc1 (stereo not drawn) | -11
Cc1ccc2c(c1)N(CC(=O)N1CCN(c3nc4ccccc4s3)CC1)C(=O)C(C)O2 (stereo not drawn) | -11
COc1cccc(NC(=O)CN(C)C(=O)c2c(-c3ccccc3)noc2C)c1 | 0
O=C(COc1cccnc1[N+](=O)[O-])Nc1c(Cl)cccc1Cl | 5
O=c1c2ccccc2nc2n1CCS2(=O)=O | 2
COc1ccc(C2CC(=O)c3sc(NC(C)=O)nc3C2)cc1 (stereo not drawn) | 2

# Next part:
SMILES,BL2 CD40 inh
CC(=O)c1ccc(O)c(CC=C(C)C)c1,-11
O=C(CCl)N1c2ccccc2Sc2c1ccc1ccccc21,-63
Cc1nn(CC(=O)NC(C)C)c(C)c1[N+](=O)[O-],7
CN1c2ccc(-c3cccc(F)c3)cc2[C@@H]2[C@@H](CCN2C(=O)c2ccc3c(c2)OCO3)[C@@H]1CO,28[25 µM]
O=C(c1ccc(F)cc1)N1CC(=O)N2[C@@H](CO)[C@@H](c3ccc(C#Cc4ccc(F)cc4)cc3)[C@@H]2C1,6
O=C(CSc1nnnn1-c1cccc(F)c1)NC1CC1,1
COc1ccc2nc(NC(=O)C3CCN(S(=O)(=O)c4cnc[nH]4)CC3)sc2c1,8
CC(Oc1cccc(Cl)c1)C(=O)NCc1ccc(S(N)(=O)=O)cc1 (stereo not drawn),4
COC(=O)c1cccc(NC(=O)c2ccc(S(=O)(=O)N(C)c3ccccc3OC)cc2)c1,4
Cc1ccc(CCN2CC(C(=O)NCCCN3CCOCC3)CC2=O)cc1 (stereo not drawn),4
NNC(=O)c1cc(NS(=O)(=O)c2cccs2)cc(NS(=O)(=O)c2cccs2)c1,-7
CCc1nc2ccccc2c(C(=O)OC2CCCCC2=O)c1C (stereo not drawn),4
COc1ccccc1NC(=O)N1CC[C@@H]2[C@H]1c1cc(-c3ccccc3)ccc1N(C)[C@@H]2CO,-17
N#CCCN(C(=O)COC(=O)CCNS(=O)(=O)c1ccccc1)c1ccccc1,6
CC(=O)Nc1ccc(C(F)(F)F)cc1Cl,12
CCC(=O)N1[C@H](CO)[C@@H](c2ccc(-c3ccccc3)cc2)[C@H]1CNC(=O)COC,6
CC(C)(C)N=C1NC(=NC(C)(C)C)c2ccccc21,16
CCOC(=O)N1CCN(C(=O)C2CCN(C(=O)c3cc4sccc4n3CC)CC2)CC1,9
CN(C)CCNC(=O)c1ccc(Cl)s1,0
O=C(Nc1ccc2c(c1)[C@@H]1C[C@H](CC(=O)N3CCc4ccccc4C3)O[C@@H](CO)[C@@H]1O2)c1ccc2c(c1)OCO2,-1[25 µM]
CN(C)CC(=O)Nc1ccc2c(c1)[C@H]1C[C@H](CC(=O)NCc3cccc(F)c3)O[C@H](CO)[C@H]1O2,-3[25 µM]
O=C(CCNC(=O)c1ccc([N+](=O)[O-])cc1)Nc1cc(Cl)ccc1N1CCOCC1,5
Cc1ncoc1C(=O)N1CCc2c([nH]c3ccccc23)C1C(C)(C)C (stereo not drawn),12
O=C(NNC(=O)c1ccccc1O)c1ccc(Cl)c(S(=O)(=O)N2CCc3ccccc32)c1,8
CCCc1nc2c(sc3nc4c(cc32)COC(C)(C)C4)c(=O)o1,11
O=C(Nc1ccccc1)c1ccc(-c2ccc([N+](=O)[O-])cc2)o1,-47
O=C1Nc2ccccc2C1Cc1ccccn1 (stereo not drawn),20
N#C[C@@H]1N[C@H](CO)[C@H]1c1ccc(-c2ccccc2F)cc1,-13[25 µM]
O=S(=O)(c1ccc(F)cc1)N1C[C@@H]2[C@H](c3ccccc31)[C@H](CO)N2Cc1ccccc1Cl,19[25 µM]
O=C(Nc1ccccc1)N1CCCCN2[C@H](C1)[C@H](c1ccc(Br)cc1)[C@@H]2CO,10[25 µM]
CN(Cc1ccccc1)C(=O)c1nn2cccnc2c1Cl,-8
O=C(NCCCN1CCOCC1)c1cccc(S(=O)(=O)NCc2ccccc2)c1,3
N#C[C@H]1[C@H](c2ccc(-c3cccc(F)c3)cc2)[C@@H](CO)N1C(=O)CN1CCOCC1,5[25 µM]
NC(=O)c1ncn([C@@H]2O[C@H](CO)[C@@H](O)[C@H]2O)c1O,1
COc1cccc(CN2CC3(CCN(S(C)(=O)=O)CC3)c3c(n(C)c4cc(OC)ccc34)[C@@H]2CO)c1,8[25 µM]
C[C@@H]1CN([C@@H](C)CO)C(=O)CCCn2cc(nn2)CO[C@@H]1CN(C)C(=O)Nc1cccc(C(F)(F)F)c1,4[25 µM]
CC(=O)N1CCN(C2c3cccc4cccc(c34)C2NS(=O)(=O)c2ccccc2)CC1 (stereo not drawn),3
N#C[C@H]1[C@H](c2ccccc2-c2ccc(F)cc2)[C@H](CO)N1C(=O)Cc1ccccc1,-3[25 µM]
O=C(CCNC(=O)c1ccccc1Cl)NCc1cccnc1,-7
CCCCn1c(N)c(N(CC(C)C)C(=O)C2CCN(S(=O)(=O)c3ccc(C)cc3)CC2)c(=O)[nH]c1=O,-3
COC(=O)c1c(C)oc(C)c1S(=O)(=O)N1CCCC1,0
O=c1c2ccccc2nc(SCc2ccccc2F)n1C1CCCC1,13
COc1ccc(C2N=C(N)N=C(N)N2c2ccc(C)cc2)cc1 (stereo not drawn),-2
O=C(C[C@@H]1CC[C@@H]2NC[C@H](O)COC[C@H]2O1)Nc1ccc(-c2ccccc2)cc1,-14[25 µM]
CCOc1ccc(N2CC(C(=O)Nc3cccc(S(=O)(=O)N4CCCC4)c3)CC2=O)cc1 (stereo not drawn),-1
COc1ccc(C)cc1S(=O)(=O)N(C)CC(N)=O,3
CCCCCN(C(=O)CCC(=O)OCc1cc(C(C)=O)ccc1OC)c1c(N)n(CCCC)c(=O)[nH]c1=O,-4
O=C(Nc1cccc(Cl)c1)N[C@@H]1CC[C@@H](CCn2cc(Cc3ccccc3)nn2)O[C@@H]1CO,-5[25 µM]
O=C(CCC1CCCN(C(=O)c2cccnc2)C1)NCc1ccccc1F (stereo not drawn),-29
COCCn1c(C)cc(C(=O)CN2C(=O)NC3(CCCCCCC3)C2=O)c1C,-82

# (further entries)
SMILES,BL2 CD40 inh
N#CCO/N=C(\c1ccccc1)c1ccncc1,-1
COc1ccccc1NC(=O)C(C)Sc1nc2ccccc2c(=O)n1CC1CCCO1 (stereo not drawn),-1
Cc1c(C#N)c(NC(=O)c2ccccc2)n(Cc2ccccc2)c1C,6
CC1(C(=O)NS(=O)(=O)c2ccccc2)CCN1C(=O)C1(c2ccc(Cl)cc2)CC1 (stereo not drawn),7
CC(C)C[C@H]1COCc2cn(nn2)CC[C@H](Cc2ccc(Cl)cc2)C(=O)N1,2[25 µM]
CCOC(=O)C1(Cc2cccc(F)c2)CCN(C(=O)Cn2cnnn2)CC1,0
O=C(NCC(c1ccco1)N1CCCC1)c1ccc(S(=O)(=O)Nc2ccccc2F)cc1 (stereo not drawn),12
CCOC(=O)c1c(NC(=O)C2CC=CCC2C(=O)O)sc(C)c1CC (stereo not drawn),21
CCc1nc2c(OCc3ccc(C(=O)OC)cc3)cccn2c1N(C)C(=O)c1ccc(OC)cc1,3
COc1ccc(N=Cc2ccc(-c3ccccc3)o2)cc1,-27
